SENP8 block-1 = blocks human SENP8 cleavage of Nedd8 substrate. AID 602440. 0.64% of 360,000 active. inhibition, % at 20 µM. recombinant SENP8, Nedd8 substrate fluorescence; in the data active = inhibition mostly above about 40%, no sharp cut-off; inactive = mostly below about 27%
Target sequence (Q96LD8 whole entry, looked up): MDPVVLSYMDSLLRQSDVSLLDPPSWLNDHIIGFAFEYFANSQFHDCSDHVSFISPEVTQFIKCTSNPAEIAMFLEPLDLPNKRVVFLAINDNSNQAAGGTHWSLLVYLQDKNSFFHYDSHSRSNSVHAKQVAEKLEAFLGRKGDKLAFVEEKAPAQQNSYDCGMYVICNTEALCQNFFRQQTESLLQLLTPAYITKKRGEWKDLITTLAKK
SENP8 block-2 = SENP8 protease inhibition; Q96LD8; purified SENP8, Z-RLRGG-aminoluciferin cleavage, luminescence; inhibition, % at 10 µM; 1.2% of 330,000 active; AID 2540; in the data active = inhibition above about 50%
HKDC1 inhibitor = inhibitors of human hexokinase HKDC1; recombinant HKDC1, G6PDH/diaphorase resazurin coupled fluorescence; inhibition, % at 20 µM; 0.16% of 340,000 active; AID 493160;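 active = inhibition above about 35% when tested at 20 µM, limit read from the data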;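 also: plate controls were DMSO wells with enzyme for no effect and DMSO wells lacking enzyme for full effect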
Target sequence (Q2TB90 whole entry, looked up): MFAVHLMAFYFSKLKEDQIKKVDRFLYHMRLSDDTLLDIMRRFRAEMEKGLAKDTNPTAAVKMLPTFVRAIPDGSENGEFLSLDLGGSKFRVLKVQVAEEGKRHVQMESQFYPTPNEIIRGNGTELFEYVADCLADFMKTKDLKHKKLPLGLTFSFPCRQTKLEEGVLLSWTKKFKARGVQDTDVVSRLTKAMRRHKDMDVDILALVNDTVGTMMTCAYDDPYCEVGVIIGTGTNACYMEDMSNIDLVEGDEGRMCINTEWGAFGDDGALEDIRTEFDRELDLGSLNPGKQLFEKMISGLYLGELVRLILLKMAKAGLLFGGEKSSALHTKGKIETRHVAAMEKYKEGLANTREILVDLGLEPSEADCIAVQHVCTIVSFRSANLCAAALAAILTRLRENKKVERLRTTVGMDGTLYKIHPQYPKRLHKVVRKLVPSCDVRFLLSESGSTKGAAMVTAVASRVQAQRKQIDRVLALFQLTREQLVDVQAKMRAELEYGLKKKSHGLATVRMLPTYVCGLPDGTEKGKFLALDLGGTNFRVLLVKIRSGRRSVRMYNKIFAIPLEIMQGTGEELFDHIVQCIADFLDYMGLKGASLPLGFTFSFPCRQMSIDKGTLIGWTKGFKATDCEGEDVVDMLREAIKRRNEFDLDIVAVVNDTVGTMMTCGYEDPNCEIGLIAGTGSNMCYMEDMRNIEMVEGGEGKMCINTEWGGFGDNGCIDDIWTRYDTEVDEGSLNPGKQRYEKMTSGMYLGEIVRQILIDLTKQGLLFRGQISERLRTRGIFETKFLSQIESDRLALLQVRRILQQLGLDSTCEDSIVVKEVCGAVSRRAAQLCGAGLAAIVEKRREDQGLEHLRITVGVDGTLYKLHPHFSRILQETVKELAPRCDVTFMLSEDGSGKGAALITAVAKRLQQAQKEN
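Test system: HK5 enzyme. Quantity: 5 µg/mL HK5 final. Reagent: glucose and ATP substrates. Schedule: 90 min reaction incubation at room temperature, dark. Technique: resazurin-to-resorufin fluorescence via G6PDH and diaphorase coupling, 525/613 nm. Control set: DMSO wells with and without enzyme mix.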
SENP7 block = inhibitors of human SENP7 protease. recombinant SENP7, Z-RLRGG-aminoluciferin luminescence, 40 min. inhibition, % at 5 µM. 1.5% of 330,000 active. AID 434973;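 active = inhibition above about 50% at the single test dose, limit read from the data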;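 also: plate controls were DMSO with enzyme for no effect and no enzyme buffer wells for full effect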
SENP6 block = blocks the human protease SENP6 | Q9GZR1 | Recombinant SENP6 catalytic domain, aminoluciferin luminescence | inhibition, % at 10 µM | 1.8% of 330,000 active | AID 2599;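 active = inhibition above about 50% at the single tested dose, limit read from the data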;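 also: plate controls were DMSO wells with enzyme for no effect and DMSO wells lacking enzyme for full effect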
PfG6PD inh = PfG6PD (Plasmodium falciparum) enzyme inhibition | inhibition, % at 20 µM | 0.78% of 350,000 active | PfGluPho enzyme, NADPH resazurin-diaphorase fluorescence | AID 504690;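 active = inhibition reaching at least a set limit at 20 µM in the primary screen, cut at about 59% in these data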;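 also: 0% = DMSO wells with substrate and 100% = DMSO wells lacking glucose-6-phosphate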
Apaf1 inhib = inhibitors of human Apaf-1 apoptosome | O14727 | reconstituted apoptosome caspase-3 activity, DEVD-Rh110 fluorescence | 0.71% of 330,000 active | inhibition, % at 20 µM; active = inhibition of at least 40% at 20 µM;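 also: plate controls were DMSO wells for no effect and DEVD-CHO caspase inhibitor wells for full effect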
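System: reconstituted apoptosome with Apaf-1, cytochrome c, caspase-9, procaspase-3, dATP; Signal: Rh110 fluorescence intensity; Schedule: 30 min compound preincubation, 50 min activation, room temperature; Reagent: cytochrome c trigger plus (Z-DEVD)2-Rh110 caspase-3 substrate.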
SENP1 inh = inhibitors of human SENP1 SUMO protease catalytic domain; Q9P0U3; recombinant SENP1 catalytic domain, CyPet-SUMO1-YPet FRET cleavage; AID 624204; inhibition, % at 10 µM; 0.21% of 360,000 active;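 active = inhibition at least 30% at 10 µM, raw YFP signal under a set limit, fluorescence ratio 0.5 to 1.5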;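 also: 0% = enzyme with DMSO and 100% = no enzyme wells; some results filed as inactive read as strong as hits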
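Compound: 10 µM single point, 0.5% DMSO; Test system: hSENP1 catalytic domain, recombinant; Timing: 50 min reaction at room temperature; Technique: FRET, CFP and YFP emission; Control set: no-enzyme wells low, DMSO-plus-enzyme wells high control.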
Numbers without * were called inactive; nt = not tested or not shown.

SMILES	SENP8 block-1	SENP8 block-2	HKDC1 inhibitor	SENP7 block	SENP6 block	PfG6PD inh	Apaf1 inhib	SENP1 inh
COc1ccc(C2=NS(=O)(=O)N(C)C(C(=O)N3CCC(C)CC3)=C2)cc1	-350	4	-2	-1	0	-3	3	0
O=C(O)c1cc(-c2ccc3c(c2)OCO3)nc2ccccc12	-316	-8	1	-2	-25	-14	14	1
N#Cc1ccc(CNC(=O)N2CCOCC2)cc1	21	-7	-5	0	-6	-8	-2	3
CCCCN1CCc2c([nH]c3ccccc23)C1=O	-38	-1	-3	9	1	4	-2	-2
CCc1ccc(/C=N/NC(=O)Cc2cccn2C)cc1	28	-7	-5	2	0	0	-1	-2
Cc1onc(-c2ccccc2Cl)c1C(=O)Nc1ccccc1O	10	-3	-4	6	7	-3	2	1
CC(=O)c1ccc(NC(=S)Nc2cccc3ccccc23)cc1	-390	65*	3	53*	91*	38	45*	-5
C=CCC[C@H](Cc1ccc(F)cc1)C(=O)OC[C@@H](Cc1c[nH]c2ccccc12)NC(=O)[C@H](CC=C)CC(=O)N(CCO)Cc1ccccc1	16	-9	2	-10	4	26	27	2
CCCNC(=O)NC1CCCc2ccccc21 (configuration not stated)	1	5	-11	3	8	-5	-4	3
Cc1ccc(OCC(=O)Nc2ccc(S(=O)(=O)N3CCN(C)CC3)cc2)cc1	19	3	1	0	2	2	8	3

A stretch taken from the entries so far, as a working copy:
SMILES	SENP8 block-1	SENP8 block-2	HKDC1 inhibitor	SENP7 block	SENP6 block	PfG6PD inh	Apaf1 inhib	SENP1 inh
CCc1ccc(/C=N/NC(=O)Cc2cccn2C)cc1	28	-7	-5	2	0	0	-1	-2
Cc1onc(-c2ccccc2Cl)c1C(=O)Nc1ccccc1O	10	-3	-4	6	7	-3	2	1
CC(=O)c1ccc(NC(=S)Nc2cccc3ccccc23)cc1	-390	65*	3	53*	91*	38	45*	-5
C=CCC[C@H](Cc1ccc(F)cc1)C(=O)OC[C@@H](Cc1c[nH]c2ccccc12)NC(=O)[C@H](CC=C)CC(=O)N(CCO)Cc1ccccc1	16	-9	2	-10	4	26	27	2
CCCNC(=O)NC1CCCc2ccccc21 (configuration not stated)	1	5	-11	3	8	-5	-4	3

Next records.
SMILES	SENP8 block-1	SENP8 block-2	HKDC1 inhibitor	SENP7 block	SENP6 block	PfG6PD inh	Apaf1 inhib	SENP1 inh
O=C(c1ccccc1F)N1CCN(c2ncccn2)CC1	-23	6	5	2	5	-22	11	3
COc1cc2ccccc2cc1C(=O)NC(=S)Nc1cccc(C(=O)O)c1C	-38	14	-3	9	8	-8	-9	0
O=C(O)CCn1c(=S)n(CCC(=O)O)c2ccccc21	3	7	-7	3	-3	-8	-27	1
CCOc1ccccc1C1NC(=O)NC(C)=C1C(=O)OC1CCCCC1 (configuration not stated)	3	-12	8	-5	-22	3	1	-1
O=C(CCN1C(=O)/C(=C/c2ccccc2F)SC1=S)Nc1ccccn1	16	4	7	-1	4	-2	20	0
O=C(CNC(=S)N(Cc1ccccc1)Cc1cccnc1)NCCc1ccccc1	4	-8	-11	5	5	-1	10	1
COc1cccc(OC)c1OCC(O)CN1CCN(c2ccccc2F)CC1 (configuration not stated)	36	-3	0	-2	-25	-4	1	2
C=CCNc1nc(N)c(C(=O)c2ccc3c(c2)OCO3)s1	5	-1	10	2	-4	-4	-2	1
C/C(N)=C(/C#N)C(=O)CSc1nnc(-c2ccc3c(c2)OCO3)o1	6	-5	-8	15	3	6	-1	0
CCNC(=O)c1sc(=S)n(CC)c1N	21	1	-9	6	-12	12	3	0

3 of the entries above in order of their number in SENP6 block, highest first.
SMILES | SENP8 block-1 | HKDC1 inhibitor | SENP7 block | SENP6 block | PfG6PD inh | SENP1 inh
O=C(c1ccccc1F)N1CCN(c2ncccn2)CC1 | -23 | 5 | 2 | 5 | -22 | 3
C/C(N)=C(/C#N)C(=O)CSc1nnc(-c2ccc3c(c2)OCO3)o1 | 6 | -8 | 15 | 3 | 6 | 0
COc1cccc(OC)c1OCC(O)CN1CCN(c2ccccc2F)CC1 (configuration not stated) | 36 | 0 | -2 | -25 | -4 | 2

(cont.)
SMILES	SENP8 block-1	SENP8 block-2	HKDC1 inhibitor	SENP7 block	SENP6 block	PfG6PD inh	Apaf1 inhib	SENP1 inh
CC1=CC=CC2=NC(=O)CC(C)(C(=O)O)N12 (configuration not stated)	-430	4	-1	5	-11	-4	-17	3
Cc1nn(C)c(C(=O)NNC(=S)Nc2ccc(F)cc2)c1[N+](=O)[O-]	23	1	-9	12	4	-3	-8	1
O=C1CC(c2ccc(F)cc2)C2=C(CCCC2=O)N1 (configuration not stated)	-20	4	3	3	-10	-9	0	-1
Cc1c(NC(=S)NC(=O)C(C)(C)C)c(=O)n(-c2ccccc2)n1C	3	1	-8	9	4	4	5	-3
Cc1ccc(OCc2ccc(C#N)cc2)c(C(=O)c2cc(C#N)c(=O)n(C3CC3)c2)c1	25	3	-8	6	-7	-13	7	-5
COc1cccc(CC2(CO)CCCN(Cc3cnn(-c4ccccc4)c3)C2)c1 (configuration not stated)	29	4	7	9	-12	-12	5	-2
Cc1ccc(NC(=O)CN(c2ccccc2F)S(C)(=O)=O)cc1	8	0	0	2	2	3	-3	-1
Cc1onc(-c2ccccc2)c1C(=O)NCc1cccs1	9	-5	-1	-8	-22	-15	11	2
O=C(COc1cccc(F)c1)Oc1ccc(C(=O)c2ccccc2)cc1	18	-5	6	-4	-23	0	8	-2
Cc1cc(NC(=O)c2ccc3nc(C)sc3c2)no1	-5	-12	0	-8	-11	8	-13	-6
Cc1ccc(C(=O)N/N=C\c2cccc(OC(=O)c3cccc(F)c3)c2)cn1	0	-8	0	8	-20	6	9	0
Cc1cc(C)cc(NC(=O)CCCCCN2C(=O)[C@@H]3Cc4ccccc4CN3C2=O)c1	1	-4	-1	-6	-5	-6	5	0
Cc1cc(NC(=O)COC(=O)CCCOc2ccc(Cl)cc2C)no1	21	-9	0	-7	-17	-16	9	3
Cc1cc(C)cc(OCC(=O)OCC(=O)Nc2cc(S(=O)(=O)N3CCOCC3)ccc2Cl)c1	8	-10	-1	7	-9	-7	5	-1
CC1CCN(S(=O)(=O)N2CCC(C(=O)NCc3cccnc3)CC2)CC1	11	5	-2	1	-6	-11	-14	1
O=C(c1cccc([N+](=O)[O-])c1)N1CCc2ccccc21	12	-14	-1	3	2	-9	-6	1
CCN(CCCNC(=O)CN1C(=O)COc2ccc(S(=O)(=O)N3CCC(C)CC3)cc21)Cc1ccccc1	12	-8	-5	6	-19	0	-11	3
O=C(COC(=O)c1ccco1)Nc1ccc2c(c1)OCCO2	10	-6	-5	-8	13	-8	3	2
CCOC(=O)/C=C/C(=O)OCC(=O)Nc1ccc(Cl)cn1	9	-9	7	-2	-28	1	3	1
CSc1ncc(Cl)c(C(=O)Nc2ccccc2C)n1	14	3	-3	-1	9	-7	5	0
Cc1ccc(-c2csc(C(C#N)=C(O)CN3CCN(C(=O)c4ccco4)CC3)n2)cc1	2	nt	-2	nt	nt	-35	nt	-17
CCOC(=O)N/N=C/c1c[nH]c2ccccc12	6	-15	-2	0	-4	-4	3	1
O=C(NC1CCN(C(=O)Nc2cccc(Cl)c2)CC1)c1ccccc1	11	-8	-6	-1	-26	-5	7	0
O=C(O)c1cccc(CSc2nnc(Cc3ccccc3)o2)c1	11	-1	2	8	3	-8	19	-1
CC(C)NC(=O)C1(N2C(=O)c3ccccc3C2=O)CCCC1	15	nt	-6	nt	nt	6	nt	2
CCOC(=O)c1ccc(CSC(=N)N)o1	16	-2	-7	-7	-8	-15	-13	3
CNC(=S)N1CCN(c2ccccn2)CC1	-10	-9	-7	3	-5	-9	0	2
CCOC(=O)C1=C(C)NC(C)=C(C(=O)OCC)C1C(=O)OCC(=O)N1CC(C)OC(C)C1 (configuration not stated)	-498	2	5	4	-2	-5	-1	-6
Cc1ccccc1-c1cc(C(=O)NCc2cccc(Br)c2)n(CC2CC(c3cccnc3)=NO2)n1 (configuration not stated)	8	-8	2	0	-18	21	23	2
CCCOc1ccc(NC(=O)CC2C(=O)N(CC)C(=S)N2CCCN2CCN(Cc3ccccc3)CC2)cc1 (configuration not stated)	2	0	0	2	-11	16	30	2
OC(CNCc1ccccc1)(c1ccccc1)c1ccccc1	22	-2	-4	1	-20	12	4	6
Cc1cc2c(=O)oc(-c3ccc(F)cc3)nc2s1	-177	-11	0	-11	-14	6	-16	2
Cc1ccc(N2CC(C(=O)N(C)CC(=O)Nc3ccc(Cl)c(C(F)(F)F)c3)CC2=O)cc1 (configuration not stated)	16	9	0	-6	-4	25	14	1
O=C1NCCCC1C(=O)Nc1cccc(C(F)(F)F)c1 (configuration not stated)	17	-10	-3	11	-12	-18	6	2
Cc1cc(C)c(NC(=O)COC(=O)C23CC4CC(CC(O)(C4)C2)C3)c(Cl)c1	11	0	-5	9	2	8	7	2
OCC1(CCOc2ccccc2)CCN(Cc2ccncc2)CC1	0	-12	2	8	13	-2	8	-4
CN1C(=O)N(C)C2C1N(C)S(=O)(=O)N2C (configuration not stated)	22	-6	-10	-2	4	-8	-11	0
O=C(NCCc1cccs1)C(c1ccccc1)c1ccccc1	10	6	-6	3	2	15	5	0
CCCNC(=O)N1CCC(C(=O)c2cccc(F)c2)CC1	12	2	-8	-1	-16	14	7	-1
O=C(Nc1cccnc1)c1cc(-c2cc(Cl)ccc2O)n[nH]1	14	-28	-8	8	-16	1	-17	3
CCC(C)c1c(O)nc(SCc2ccccc2)[nH]c1=O (configuration not stated)	8	-4	11	3	1	-10	-12	2
Cc1cc(C)nc(NC2=NCC(=O)N2c2ccc3c(c2)OCCO3)n1	9	1	-1	-5	-5	-7	-11	5
CN(C)c1ccc(NC(=O)c2ccncc2)c2ccccc12	20	3	4	17	-2	4	16	26
Cc1ccc(S(=O)(=O)Cc2ccc(C(=O)N3CCN(c4cccc(C)c4C)CC3)o2)cc1	11	5	8	1	-15	-1	18	1
Cc1cc(NC(=O)CCNS(=O)(=O)c2cc(Br)cnc2N)ccc1Br	-23	4	11	-3	3	12	-6	0
Nc1cc(N)c(OCC(F)(F)F)cc1OCC(F)(F)F	85*	22	21	8	11	99*	84*	32*
COc1ccc(C(=O)N/N=C(\C)Cn2nc([N+](=O)[O-])cc2C)cc1	18	-5	-6	-4	-22	-10	9	0
COc1ccc(Cl)cc1C(=O)NCC#N	3	2	3	1	-11	-2	0	1
O=C(NCCS(=O)(=O)NCc1ccc(F)cc1)c1ccc2c(c1)OCO2	15	-4	0	-3	-7	15	1	1
COc1cccc(NC(=S)NNC(=O)Cn2nc(C(F)(F)F)cc2C)c1	12	-3	-7	6	-9	15	15	-1
Next part
SMILES	SENP8 block-1	SENP8 block-2	HKDC1 inhibitor	SENP7 block	SENP6 block	PfG6PD inh	Apaf1 inhib	SENP1 inh
CCC(C)NS(=O)(=O)c1ccc(NC(=O)Cc2ccc(OC)cc2)cc1 (configuration not stated)	4	1	8	7	-6	3	-4	3
O=C(CCC(=O)N(CC(=O)NC1CCCCC1)c1ccc2c(c1)OCCO2)Nc1ccccn1	nt	1	nt	3	4	nt	-1	nt
CC(/C=C/c1ccccc1)=N\NC(=O)c1cc(C)[nH]n1	10	-8	-6	-4	-16	7	-1	1
Brc1ccc2c(c1)C(c1cccs1)=NNC(c1cccnc1)=N2	2	4	0	6	2	2	18	5
CC12CCC(=O)N1C(C(=O)Nc1nc(-c3ccc(F)c(F)c3)cs1)CS2 (configuration not stated)	-10	-5	-2	6	-10	-4	7	-5
O=C(CCC(=O)N1CCOc2ccc(Cl)cc21)NCCN1CCOCC1	4	-4	-2	9	2	-12	-5	0
Cn1c2ccc(F)cc2c2nnc(SCCN3CCOCC3)nc21	14	-6	-3	-4	3	12	2	1
O=C(O/N=C1/CCCc2occc21)c1ccccc1	25	84*	0	95*	89*	18	0	4

Compound activity from PubChem.
